# High-throughput results (PubChem BioAssay)
# Rab9 promoter act = qHTS Assay for Rab9 Promoter Activators; AID 485297, 2010; Potency, µM (titrated, usually from 9.22 µM), inactives show at the highest dose activation, negative = inhibition, usual class: activators; Huh7 Rab9 promoter-luciferase reporter, luminescence, 24 h; 320,000 compounds, 2.8% hits; note: potency is the fitted concentration of half-maximal effect; % of control where 0% means no effect; nearly all actives have a fitted effect of over 60% in size
#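 Steps: seed 1500 Huh7 Rab9-luc cells per well, rest 2 h at 37 °C; add compound in DMSO; incubate 24 h; add luciferase reagent, 10 min ambient; read luminescence.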
# MBNL1 CUG block = qHTS Assay for Inhibitors of MBNL1-poly(CUG) RNA binding; Muscleblind-like protein 1 (Homo sapiens), Q9NR56; TR-FRET MBNL1-His/biotin-(CUG)12 binding, 665/545 ratio; Potency, µM (top dose mostly 57.5 µM), inactives show at the top dose activity change, negative = inhibition, hits mostly inhibitors; 280,000 compounds, 0.036% hits; active = well fitted inhibition curve with a large enough effect in the signal ratio, with a control signal flat, not every such curve was filed as active; inconclusive = small, poorly fitted or top-dose-only effect, or effect the other way, or a change in a side signal; inactive = no such curve, though single readings can be large or run the other way; the % refers to the signal ratio; note: potency is the fitted concentration of half-maximal effect; % is set by controls: 0 for no effect and ±100 for the full control effect
# Target sequence (Q9NR56 whole entry, looked up): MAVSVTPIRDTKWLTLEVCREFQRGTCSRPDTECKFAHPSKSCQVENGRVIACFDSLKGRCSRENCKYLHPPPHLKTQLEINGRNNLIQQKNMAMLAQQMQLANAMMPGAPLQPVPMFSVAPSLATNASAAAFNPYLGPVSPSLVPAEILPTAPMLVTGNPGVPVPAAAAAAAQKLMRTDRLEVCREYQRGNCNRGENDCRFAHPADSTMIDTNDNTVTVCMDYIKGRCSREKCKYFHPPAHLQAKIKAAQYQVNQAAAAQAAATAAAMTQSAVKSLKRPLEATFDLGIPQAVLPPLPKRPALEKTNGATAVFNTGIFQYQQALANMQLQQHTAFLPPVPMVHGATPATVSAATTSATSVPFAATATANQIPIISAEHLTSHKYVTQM
#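 TR-FRET readout: Ex 340 nm, 665/545 nm emission ratio, normalized to buffer-only (basal) and MBNL1-(CUG)12 controls. Complex of MBNL1-His with Biotin-(CUG)12, compounds 92 nM–58 uM, incubated 60 min at room temperature.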
# Menin MLL FP TR = qHTS Assay for Inhibitors Targeting the Menin-MLL Interaction in MLL Related Leukemias: Competition With Texas Red Labeled MLL-derived Mutant Peptide | O00255 | Menin + Texas Red MLL mutant peptide, fluorescence polarization | Potency, µM (series often up to 61.6 µM), inactives show at the highest dose FP activity change, negative = inhibition, actives largely listed as inhibitors | 270,000 compounds, 0.23% hits; active = well fitted inhibition curve with a large enough effect in the polarisation, with a control signal flat, not every such curve was filed as active; inconclusive = small, poorly fitted or top-dose-only effect, or effect the other way, or a change in a side signal; inactive = no such curve, though single readings can be large or run the other way; the % refers to the polarisation; note: potency is the fitted concentration of half-maximal effect; % of control where 0% means no effect; many of its hits are not listed in these tables
# PKM2 act = qHTS Assay for Activators of Human Muscle isoform 2 Pyruvate Kinase. purified PKM2, Kinase-Glo ATP luminescence, activation; response scale: 0% is enzyme alone, no compound. 260,000 compounds, 0.34% hits. Pyruvate kinase PKM (Homo sapiens), P14618. Potency, µM (titrated, usually from 57.5 µM), for the others: at the highest dose activation, hits mostly activators; note: potency is the fitted concentration of half-maximal effect; % is set by controls: 0 for no effect and ±100 for the full control effect; nearly all actives have a fitted effect of over 55% in size
#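 ATP formation by purified human PK-M2, quantified via coupled luciferase luminescence after 1 h at room temperature with 0.1 mM ADP and 0.5 mM PEP final.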
# ELG1 repair inh = qHTS screen for small molecules that inhibit ELG1-dependent DNA repair in human embryonic kidney (HEK293T) cells expressing luciferase-tagged ELG1. HEK293T ELG1-luciferase reporter, luminescence, 16 h; DNA damage induced by 5-fluorouridine. Potency, µM (series often up to 46.1 µM), without a hit: at the top dose activity change, negative = inhibition, actives largely listed as inhibitors. 330,000 compounds, 2.3% hits. AID 504467, 2011; note: potency is the fitted concentration of half-maximal effect; % is set by controls: 0 for no effect and ±100 for the full control effect; nearly all actives have a fitted effect of over 55% in size
#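 Luminescence from the luciferase reporter, measured 30 min after ONE-Glo reagent at room temperature, was the read-out. Beforehand, 2,000 cells per well were exposed for 16 hr at 37 °C to 5-fluorouridine together with compound or vehicle.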
# FLuc modulator = qHTS profiling assay for firefly luciferase inhibitor/activator using purifed enzyme and Km concentrations of substrates (counterscreen for miR-21 project) | Luciferin 4-monooxygenase (Photinus pyralis), P08659 | purified FLuc, Km substrates, luminescence inhibition | Potency, µM (top dose mostly 57.5 µM), for inactives: at the highest dose activity change, negative = inhibition, actives largely listed as inhibitors | 360,000 compounds, 6.9% hits | AID 588342, 2011;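 note: potency is the fitted concentration of half-maximal effect; plate controls were vehicle for no effect and reference inhibitor for full effect; nearly all actives have a fitted effect of over 55% in size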
# Target sequence (P08659 whole entry, looked up): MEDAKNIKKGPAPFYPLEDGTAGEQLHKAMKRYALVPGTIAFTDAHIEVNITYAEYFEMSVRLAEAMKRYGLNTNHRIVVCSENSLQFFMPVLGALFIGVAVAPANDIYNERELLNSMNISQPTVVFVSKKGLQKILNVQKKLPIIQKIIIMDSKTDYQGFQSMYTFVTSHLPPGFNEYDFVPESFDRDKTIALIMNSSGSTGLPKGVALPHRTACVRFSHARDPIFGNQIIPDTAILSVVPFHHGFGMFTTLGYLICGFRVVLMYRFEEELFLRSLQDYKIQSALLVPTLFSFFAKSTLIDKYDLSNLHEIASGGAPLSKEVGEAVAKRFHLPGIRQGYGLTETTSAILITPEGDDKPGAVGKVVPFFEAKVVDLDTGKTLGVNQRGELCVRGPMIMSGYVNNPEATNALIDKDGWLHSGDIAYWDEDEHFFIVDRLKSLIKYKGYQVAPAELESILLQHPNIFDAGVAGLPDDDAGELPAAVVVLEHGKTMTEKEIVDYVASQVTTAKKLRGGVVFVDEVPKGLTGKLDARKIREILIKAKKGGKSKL
#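 Purified P. pyralis luciferase, 10 nM final, with Km-level 10 uM D-luciferin and 10 uM ATP in 50 mM Tris acetate pH 7.5, 10 mM Mg acetate, 0.01% Tween-20, 0.05% BSA; 6-point qHTS titration about 60 µM downward; luminescence read.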
# Mito fusion act = qHTS Assay for Small Molecule Inhibitors of Mitochondrial Division or Activators of Mitochondrial Fusion; S. cerevisiae fusion-defective mutant growth rescue, CellTiterGlo 48 h; Potency, µM (titrated, usually from 46.1 µM), for the others: at the top dose growth rescue (activation), usual class: activators; 320,000 compounds, 0.23% hits; AID 485298, 2010;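 note: potency is the fitted concentration of half-maximal effect; % of control where 0% means no effect; nearly all actives have a fitted effect of over 45% in size; temperature-sensitive fusion mutants such as fzo1-1 at 37 °C on non-fermentable ethanol glycerol medium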
#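 Growth-rescue viability read-out: after 48 h at the non-permissive 37C in glycerol/ethanol YPEG, yeast mitochondrial fusion mutants are measured by CellTiterGlo luminescence; compounds (23 nl pinned per well) restoring growth score as division inhibitors or fusion activators.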
# NPC1 promoter act = qHTS Assay for NPC1 Promoter Activators | 320,000 compounds, 2.4% hits | AID 485313, 2010 | Potency, µM (series often up to 9.22 µM), inactives show at the highest dose activation, actives largely listed as activators | Huh7 NPC1 promoter luciferase reporter, 24 h;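 note: potency is the fitted concentration of half-maximal effect; % of control where 0% means no effect; nearly all actives have a fitted effect of over 60% in size; reporter is driven by a mutant NPC1 promoter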
#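 Stable NPC1-promoter luciferase Huh7 line; cpd (DMSO) 24 h, 37 °C, 5% CO2; Amplite luciferase reagent 10 min RT; luminescence readout. qHTS format.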
# KCNH2 3.1 inh = qHTS for Inhibitors of KCHN2 3.1: Mutant qHTS. AID 720553, 2013. U2OS KCNH2 3.1, thallium flux FluxOr; hits give low values. activity change, % (tested at about 1.8 µM). 340,000 compounds, 0.95% hits;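 active = maximum activity change below -70%; inconclusive = maximum activity change from -70% to -50%; inactive = maximum activity change above -50%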;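 note: thallium influx rate constant from kinetic fluorescence after stimulation buffer; % is set by controls: 0 for no effect and ±100 for the full control effect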
#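 Thallium flux via FluxOr fluorescence (Red40 quencher, 45 min loading) in U2OS cells virally expressing the KCNH2 3.1 isoform (1.77 x 10^8 /mL virus, overnight at 37 C). Rate constants from 2-min kinetic reads post-stimulation, normalised to positive and negative controls.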
# VP16 counter = VP16 counterscreen qHTS for inhibitors of ROR gamma transcriptional activity | Potency, µM (series often up to 53.6 µM), for inactives: at the top dose activity, negative = inhibition, usual class: inhibitors | Drosophila S2 Gal4-VP16 UAS-luciferase, luminescence, 20 h | 310,000 compounds, 3.5% hits | AID 2546, 2010;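 note: Gal4-VP16 expression switched on by copper sulfate through the metallothionein promoter; potency is the fitted concentration of half-maximal effect; % is set by controls: 0 for no effect and ±100 for the full control effect; nearly all actives have a fitted effect of over 50% in size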
# RORgamma inh = qHTS for inhibitors of ROR gamma transcriptional activity | 310,000 compounds, 5.4% hits | Drosophila S2 Gal4-RORgamma UAS-luciferase reporter, 20 h | Potency, µM (series often up to 53.6 µM), for the others: at the top dose activity change, negative = inhibition, usual class: inhibitors; note: potency is the fitted concentration of half-maximal effect; % is set by controls: 0 for no effect and ±100 for the full control effect; nearly all actives have a fitted effect of over 60% in size
#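 Luminescence from a UAS-regulated Photinus luciferase reporter in stably transfected Drosophila Schneider cells is measured; decreased signal marks ROR gamma inhibition. Fusion expression is induced by 700 uM copper sulfate for 20 hr.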
# Numbers without * were called inactive; ? = inconclusive; · = no result given; [ ] = dose if it differs, or a comment. Unless noted, calls come from the whole dose curve; as a rule, active = well fitted curve in the direction sought with a large enough effect; inconclusive = small, poorly fitted or top-dose-only effect, or another doubt; inactive = no such curve, though single readings can be large; an effect the other way counts as inactive or inconclusive. These rows are one share of the data; rates above refer to the full screens.
SMILES,Rab9 promoter act,MBNL1 CUG block,Menin MLL FP TR,PKM2 act,ELG1 repair inh,FLuc modulator,Mito fusion act,NPC1 promoter act,KCNH2 3.1 inh,VP16 counter,RORgamma inh
COc1ccc(NC2CCCN(C(=O)c3cc4ncccn4n3)C2)cc1 (stereo not given),3%,2%,·,·,?,-15%,0%,-13%,-2,10%,1%
CC1CCCC(C)N1C(=O)CSc1ncccn1 (stereo not given),-1%,-6%,1%,0%,-2%,-2%,3%,-7%,6,2%,-22%
COc1ccc(-n2c(SCC(=O)NCc3cccs3)nnc2-c2ccoc2C)cc1,-3%,-8%,-15%,?,1%,7%,-4%,0%,-21,12%,10%
CC1CCCCC1NC(=O)CSc1nc2ccccc2c(=O)n1Cc1ccco1 (stereo not given),-12%,-2%,-17%,0%,0%,1%,1%,-6%,-9,-2%,2%
CCN(CC(=O)Nc1ccc(NC(C)=O)cc1)C(=O)c1cc2ccccc2oc1=O,-3%,·,·,·,9%,-18%,4%,-6%,17,·,·
CC(Sc1ccccc1)C(=O)NNC(=O)c1csc(N2CCOCC2)n1 (stereo not given),-3%,·,·,·,7%,0%,-1%,0%,-7,·,·
CCOc1cc(/C=N/N2CCN(Cc3ccccc3)CC2)ccc1O,0%,-4%,-28%,1%[11.5 µM],-1%,2%,-3%,0%,-1,8%,-9%
Cc1ccc(NC(=O)C(C)Sc2n[nH]c(CNc3ccccc3)n2)cc1 (stereo not given),0%,-4%,-6%,·,5%,1%,-5%,-4%,23,6%,25%
O=C(NCC(c1ccco1)N1CCN(c2ccccc2)CC1)C(=O)NC1CC1 (stereo not given),-6%,·,·,·,2%,-2%,0%,-1%,31,·,·
O=C(N/N=C/C(Cl)=C/c1ccccc1)c1ccco1,1.4µM*,?,5%,-26%,?,5.4µM*,0%,2.2µM*,3,9%,4%
O=C(CCCC(=O)NNC(=O)Nc1ccccc1)NNC(=O)Nc1ccccc1,2%,-6%,16%,-6%,1%,-3%,2%,0%,5,-2%,0%
CCCOC(=O)c1cccc(NC(=O)c2cccnc2)c1,0%,6%,-5%,-22%,0%,-11%,1%,5%,5,0%,27%
CCC(=O)N1CC(C)C(=O)Nc2ccccc21 (stereo not given),4%,-4%,11%,-3%,7%,10%,4%,-3%,-13,0%,11%
O=C(CC(C(=O)NCc1ccccc1)c1nc2ccccc2c(=O)[nH]1)NCc1ccccc1 (stereo not given),1%,·,·,?,14%,1%,-1%,-4%,9,-20%,5%
Cc1ccc(Cl)cc1NC(=O)C(=O)N1CCCCC1,-4%,-3%,-7%,-18%,?,-2%,-2%,0%,-1,15%,16%
Cc1ccccc1-n1nc2c(c1NC(=O)c1cccs1)CS(=O)(=O)C2,-1%,-5%,·,·,5%,2%,·,10%,8,1%,-2%
Brc1ccc(-n2cnc(-c3ccccc3)c2)cc1,0.56µM*,13%,-8%,·,?,0.95µM*,-5%,1.4µM*,3,4%,-21%
CCOC(=O)c1c(NS(C)(=O)=O)sc2c1CCC(C)C2 (stereo not given),3%,-4%,5%,0%,2%,-1%,17%,-1%,-5,4%,22%
COc1ccc(C(=O)NCCN2CCOCC2)cc1[N+](=O)[O-],4%,?,15%,-10%,8%,-2%,0%,-2%,-7,-3%,-9%
O=C(NCC(O)c1ccccc1)c1ccc(Cl)c(S(=O)(=O)N2CCCCC2)c1 (stereo not given),-12%,-11%,-9%,-2%,?,1%,-1%,-13%,-8,-18%,?
CCN(C1=NS(=O)(=O)c2ccccc21)N(CC)S(=O)(=O)c1ccc(C)cc1,-2%,0%,1%,14%,?,2%,2%,-6%,4,-9%,-12%
O=C(CCS(=O)(=O)Cc1cccc(Cl)c1)NCCc1ccccc1,1%,-9%,-10%,·,-4%,0%,3%,9%,-2,-11%,11%
CCOC(=O)C[n+]1c(C)ccc2c1CCC2,-3%,-1%,7%,-1%,-6%,3%,-20%,1%,2,-7%,?
COc1ccc(CCNS(=O)(=O)c2cc3c4c(c2)C(C)C(=O)N4CCC3)cc1OC (stereo not given),-5%,-4%,·,·,-8%,1%,6%,0%,10,0%,13%
Cc1ccc(/C=C/C(=O)OC(C)C(=O)Nc2ncc(Cl)cc2Cl)o1 (stereo not given),-6%,·,-3%,24%,-10%,6%,-6%,-8%,1,1%,-3%
CC(=O)c1ccc(N2CCN(C(=O)CCC(=O)c3cccs3)CC2)cc1,0%,8%,?,·,-10%,3%,-9%,5%,-1,2%,0%
O=c1cc(-c2ccncc2)oc2ccccc12,-6%,?,0%,-16%,9.2µM*,-9%,-5%,8%,11,-3%,-16%
CN(Cc1cccc(F)c1)C(=O)c1ccc2c(=O)n3c(nc2c1)CCC3,18%,2%,·,1%,14%,6%,2%,-3%,-7,-8%,18%
CCOc1cc(OCC)cc(C(=O)NCc2ccco2)c1,1%,-4%,15%,-6%,-11%,-2%,-3%,0%,-8,-2%,17%
O=C(CNC(=O)c1ccccc1F)NCCN1C(=O)S/C(=C\c2ccccc2Cl)C1=O,5%,18%,·,-3%,-1%,?,-4%,2%,14,?,-1%

# NPC1 promoter act: what is marked active above
mol | Menin MLL FP TR | PKM2 act | NPC1 promoter act | RORgamma inh
O=C(N/N=C/C(Cl)=C/c1ccccc1)c1ccco1 | 5% | -26% | 2.2µM* | 4%
Brc1ccc(-n2cnc(-c3ccccc3)c2)cc1 | -8% | · | 1.4µM* | -21%

# Back to the main list, starting two compounds before the break.
SMILES,Rab9 promoter act,MBNL1 CUG block,Menin MLL FP TR,PKM2 act,ELG1 repair inh,FLuc modulator,Mito fusion act,NPC1 promoter act,KCNH2 3.1 inh,VP16 counter,RORgamma inh
CCOc1cc(OCC)cc(C(=O)NCc2ccco2)c1,1%,-4%,15%,-6%,-11%,-2%,-3%,0%,-8,-2%,17%
O=C(CNC(=O)c1ccccc1F)NCCN1C(=O)S/C(=C\c2ccccc2Cl)C1=O,5%,18%,·,-3%,-1%,?,-4%,2%,14,?,-1%
COc1ccc(Sc2nc(-c3ccccc3)ncc2OC)cc1,3%,6%,2%,0%,-12%,1%,4%,-2%,-13,4%,3%
Cc1ccc(CNC(=O)C2CC3Cn4c(nc5ccccc54)C3N2C)o1 (stereo not given),-1%,·,·,·,5%,1%,-6%,-1%,3,·,·
O=C(Nc1cccc2ncccc12)c1ccc(Cl)cc1,2%,-2%,?,1%[11.5 µM],-9%,-1%,-3%,26%,16,-1%,-16%
CC1=Nc2ccccc2N=C(N)C1c1ccccc1 (stereo not given),-5%,2%,8%,-25%,?,?,-8%,-3%,26,?,?
O=C1CCCN1CCCNS(=O)(=O)c1ccc(Br)cc1,-1%,13%,14%,0%,10%,-1%,2%,-5%,4,-12%,-3%
CN(CC(=O)Nc1cccc(F)c1)C(=O)CSc1ccccc1F,3%,-2%,·,-5%,4%,16%,2%,-3%,-21,4%,-2%
